# Source: PubChem BioAssay (several laboratories)
# LYP phosphatase: inhibitors of LYP phosphatase, biochemical, fluorescence intensity, uHTS (AID 1779); recombinant LYP phosphatase, fluorescence intensity; higher % means a stronger effect; one-dose inhibition, % at 11.5 µM; IC50 in µM for titrated hits; 0.054% of 290,000 active; in the data active = inhibition above about 50%;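 note: plate controls were vehicle with enzyme for no effect and no enzyme for full effect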
# GPR35 arrestin U2OS: GPR35 antagonists blocking zaprinast-driven arrestin recruitment, primary screen, imaging, U2OS, beta-arrestin-GFP, zaprinast agonist (AID 2058); U2OS GPR35 beta-arrestin-GFP translocation imaging, zaprinast antagonism; higher % means a stronger effect; inhibition, % at 10 µM; hits with a dose series show IC50 in µM; 0.052% of 290,000 active;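 active = inhibition of at least 50% with at least 30 cells and total cytoplasm GFP at most 10,000,000; inconclusive = under 30 cells or total GFP of 10,000,000 plus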
# SV40 large T antigen: SV40 large T antigen inhibitors, biochemical (AID 1903); SV40 large T antigen ATPase/helicase inhibition assay; higher % means a stronger effect; inhibition, % at 20 µM, or IC50 in µM where a hit was titrated; 0.39% of 310,000 active; in the data active = a potency from the dose series; inconclusive = inhibition mostly from about 32% at the one dose, without a potency; inactive = the rest, 99 in 100 with inhibition below about 32%; note: strong numbers were not always called active
# West Nile antiviral: West Nile virus antiviral activity, cell-based, CPE readout (AID 1621) | West Nile virus-infected cells, CPE inhibition; higher % means a stronger effect | CPE inhibition, % at 10 µM; hits with a dose series show IC50 in µM | 0.02% of 290,000 active; in the data active = a potency from the dose series; inconclusive = CPE inhibition mostly from about 3.7% at the one dose, without a potency; inactive = the rest, 99 in 100 with CPE inhibition below about 2.2%; note: strong numbers were not always called active
# NS5 inhibitors: flavivirus cap methylation enzyme inhibition – biochemical, confirmation dose response, primary screen (AID 588689); one-dose inhibition, % at 25 µM; IC50 in µM for titrated hits; 0.3% of 340,000 active; Dengue-2 NS5 methyltransferase capping enzyme assay, biochemical; higher % means a stronger effect; in the data active = a potency from the dose series; inconclusive = inhibition above about 29% without an active follow-up result
# RSV CPE inhibition: inhibition of RSV-induced cytopathic effect – HEp-2 cells, primary 10 µM value included (AID 2391); HEp-2 cells, RSV-induced CPE inhibition; higher % means a stronger effect; one-dose CPE inhibition, % at 10 µM; IC50 in µM for titrated hits; 0.13% of 310,000 active; in the data active = a potency from the dose series; inconclusive = CPE inhibition mostly from about 23% at the one dose, without a potency; inactive = the rest, 99 in 100 with CPE inhibition below about 21%; note: strong numbers were not always called active
# Rac1 GTP hydrolysis: MgcRacGAP GTPase-activating activity inhibitors, confirmation, biochemical, ADP Hunter fluorescence | MgcRacGAP-stimulated Rac1 GTP hydrolysis, ADP Hunter fluorescence; higher % means a stronger effect; GST-tagged Rac1 F28L mutant substrate | inhibition, % at 30 µM; hits with a dose series show IC50 in µM | 0.6% of 340,000 active;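 active = first-screen hits whose inhibition reached a set limit at any dose in the follow-up dose series; inconclusive = inhibition above the set first-screen limit but never retested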;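 note: fluorescence reports GDP produced by GAP-driven GTP hydrolysis; strong numbers were not always called active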
# PhoP inhibition: inhibitors of PhoP regulon expression, primary screen, Salmonella Typhimurium, GFP reporter (AID 1863); S. Typhimurium PhoP-regulated promoter GFP reporter, 4 h; higher % means a stronger effect; inhibition, % at 50 µM; hits with a dose series show IC50 in µM; 0.16% of 300,000 active;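 active = inhibition over 29.93%, a cutoff 3 SD above the screen mean, later confirmed by dose response; inconclusive = inhibition over 29.93% but no dose response follow-up; inactive = inhibition at most 29.93% or unconfirmed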;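 note: 0% = low Mg2+ inducing control and 100% = high Mg2+ repressing control; strong numbers were not always called active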
# ER stress rescue: protection against thapsigargin-triggered cell killing – 384-well, CSM14.1, ATP luminescence, primary screen (AID 1222). cellular ATP content (survival), % at 20 µM, or EC50 in µM where a hit was titrated. CSM14.1 thapsigargin-induced death rescue, ATP luminescence; higher % means a stronger effect. 190,000 tested, under 10 active;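 active = EC50 below 50 µM in the dose-response confirmation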;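 note: death triggered by thapsigargin at about 15 µM added after 2 h compound pretreatment; cell ATP read after overnight thapsigargin exposure of roughly 18 to 22 hours; normalized against plate controls of thapsigargin alone and 5% DMSO vehicle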
# NS5 inhibitors pilot replicate: second read-out of NS5 inhibitors, no call of its own (marks repeat the call); inhibition, %; measured here: pilot screen replicate inhibition
# * marks the source's active call; other numbers are inactive results; ? = inconclusive; . = not tested or not shown; & = joins results of further samples.
SMILES,LYP phosphatase,GPR35 arrestin U2OS,SV40 large T antigen,West Nile antiviral,NS5 inhibitors,RSV CPE inhibition,Rac1 GTP hydrolysis,PhoP inhibition,ER stress rescue,others
COC(=O)C1(C)NC(c2ccc(O)cc2)C2C(=O)N(c3ccccc3)C(=O)C21 (centres undefined),0%,20%,12%,2.4%,-5%,1.0%,5%,0%,.,NS5 inhibitors pilot replicate=0.9
CCOc1cccc(N(C(=O)CCC(=O)Nc2cc(C)on2)C(C(=O)NC(C)(C)C)c2ccc(OC)cc2)c1 (centres undefined),-4%,-4%,7%,-1.2%,-3%,6.7%,4%,-4%,.,
COC(=O)Cc1c(C)nc2nc[nH]n2c1=O,-6%,-11%,0%,0.0%,-8%,-0.8%,9%,-4%,1.7%,
Oc1ccc(N2CCN(Cc3c(-c4ccccc4)nc4ccccn34)CC2)cc1,-5%,-6%,35%,-0.4%,-2%,0.6%,?,9%,.,
COc1ccc(Cc2nnc(NN)[nH]c2=O)cc1OC,0%,1%,12%,0.2%,-11%,0.4%,.,1%,.,
CC(C)(C)c1nc(CN2CCOCC2)ccc1O,-5%,6%,-2%,-1.0%,1%,-0.1%,6%,3%,-2.8%,
O=C(O)COCCN1CCN([C@H](c2ccccc2)c2ccc(Cl)cc2)CC1,-5%,-15%,25%&-6%,0.2%,1%,-0.9%,-1%,8%&0%,-1.9%,
O=C(OCc1cccc(F)c1)c1ccc2c(=O)n3c(nc2c1)CCC3,-7%,8%,3%,0.3%,-9%,2.2%,15%,-2%,.,
Oc1ccccc1/C=N/Nc1nc2ccccc2o1,-2%,-7%,7%,?,-3%,12%,-10%,-2%,.,
COc1cc(NC(=O)CCCSc2nc(-c3ccco3)cc(C(F)(F)F)n2)cc(OC)c1OC,-2%,-8%,6%,1.4%,2%,-1.9%,7%,1%,7.7%,
CN(C)CCCn1c(=S)[nH]c2sc3c(c2c1=O)CCCC3,0%,-2%,8%,0.2%,-4%,-1.5%,26%,9%,.,
COc1cc(/C=N\Nc2nncn2N)ccc1OC(C)=O,-9%,5%,11%,-0.4%,.,2.2%,-4%,8%,.,

# Continued, overlapping the part above by four compounds.
SMILES,LYP phosphatase,GPR35 arrestin U2OS,SV40 large T antigen,West Nile antiviral,NS5 inhibitors,RSV CPE inhibition,Rac1 GTP hydrolysis,PhoP inhibition,ER stress rescue,others
Oc1ccccc1/C=N/Nc1nc2ccccc2o1,-2%,-7%,7%,?,-3%,12%,-10%,-2%,.,
COc1cc(NC(=O)CCCSc2nc(-c3ccco3)cc(C(F)(F)F)n2)cc(OC)c1OC,-2%,-8%,6%,1.4%,2%,-1.9%,7%,1%,7.7%,
CN(C)CCCn1c(=S)[nH]c2sc3c(c2c1=O)CCCC3,0%,-2%,8%,0.2%,-4%,-1.5%,26%,9%,.,
COc1cc(/C=N\Nc2nncn2N)ccc1OC(C)=O,-9%,5%,11%,-0.4%,.,2.2%,-4%,8%,.,
COc1ccccc1C(=O)C1CCCN(C(=O)c2ccc3c(c2)OCCO3)C1 (centres undefined),-3%,8%,.,-0.2%,8%,2.7%,0%,.,0.5%,
Cc1c(C(=O)N2CCCC2)c(S(=O)(=O)Nc2cccc(Br)c2)c(C)n1C,2%,3%,13%,0.5%,4%,4.6%,-23%,-9%,.,
O=S(=O)(Cc1ccccc1)N1CCc2ccccc21,-3%,26%,16%,0.1%,.,8.3%,.,10%,-2.2%,
O=S(=O)(c1ccc(-c2ccccc2)cc1)N1CCOCC1,-4%,3%,3%,0.0%,-2%,0.3%,7%,-2%,-0.5%,
Cc1cc(C(=O)NP(=O)(N2CCOCC2)N2CCOCC2)c(C)n1-c1ccc(Br)cc1,-4%,10%,0%,-1.0%,-5%,1.1%,12%,1%,2.4%,
Cc1ccc(S(=O)(=O)c2nc(S(C)(=O)=O)sc2N2CC(C)OC(C)C2)cc1 (centres undefined),-11%,-5%,6%,2.8%,-8%,4.0%,4%,3%,.,
COc1cc(C2=NOC(C(=O)Nc3ccc(C)cc3)C2)cc(OC)c1OC (centres undefined),-6%,0%,8%,-1.0%,0%,-0.9%,16%,-6%,-0.7%,
COc1ccc(S(=O)(=O)N2CCC(n3cnc4cc(C(F)(F)F)ccc43)CC2)cc1,-6%,-4%,2%,-0.6%,-1%,5.5%,8%,25%,-1.0%,
COc1cccc(C2CC(c3cccs3)=NN2C(=O)CSC2=NCCS2)c1OC (centres undefined),-2%,-12%,13%,1.1%,-6%,1.2%,6%,3%,.,
COc1ccccc1N/C(=N/S(=O)(=O)c1ccc(C)cc1)c1ccc(Cl)cc1,0%,9%,1%,-0.4%,-1%,?,5%,12%,-2.0%,
Cc1ccc(NC(=O)c2cc(C(C)(C)C)nn2Cc2ccccc2)cc1,3%,6%,6%,-1.0%,0%,?,10%,-7%,.,
O=C(O)CN=CC1=C(O)CC(c2ccccc2)CC1=O (centres undefined),-2%,-8%,1%,0.2%,-3%,0.5%,-2%,-9%,.,NS5 inhibitors pilot replicate=-1.5
COc1ccc(C2C(C(N)=O)=C(C)Nc3nc(-c4ccccc4OC)nn32)cc1OC (centres undefined),-9%,-7%,1%,0.7%,-6%,0.7%,6%,7%,-2.0%,
CCC(C)[C@@H](N)C(=O)N/N=C/c1cccc2nccnc12 (some centres undefined),-6%,12%,6%,0.2%,.,0.4%,.,0%,.,
CC(C)(C)C(=O)NC(=S)Nc1ccccc1N1CCCC1,-5%,0%,3%,-1.1%,20%,4.4%,7%,0%,-1.4%,
CCOCC(=O)Nc1cc(C(=O)Nc2cccc(C)c2C)ccc1Cl,0%,-3%,-18%,-0.7%,-3%,-0.1%,-3%,17%,-2.3%,
O=C(NCc1ccccn1)C1CCN(S(=O)(=O)N2CCC3(CC2)OCCO3)CC1,-4%,-9%,11%,0.2%,-5%,2.4%,9%,-4%,-2.8%,
COc1ccc(-c2ccc([C@H]3[C@H]4C=CC[C@@H](C)[C@@H]4C(=O)N3Cc3ccccc3)c(F)c2)cc1,1%,-6%,5%,-0.4%,-4%,-2.6%,8%,-1%,.,
Cc1cc(N/N=C\c2ccc(Br)cc2)nc(-n2nc(C)cc2C)n1,11%,-6%,17%,-0.2%,3%,.,3%,-5%,.,
Cc1cccc(N2CC(C(=O)Nc3ccc4c(c3)OCCO4)CC2=O)c1C (centres undefined),-6%,8%,4%,0.1%,0%,1.3%,9%,7%,.,
O=C(CSc1nc(-c2ccccc2Cl)ns1)c1ccc(Cl)cc1,-2%,6%,11%,-0.8%,-2%,18%,3%,-11%,-2.7%,
Cc1cn(CC2COC(C)(C)O2)c(=O)[nH]c1=O (centres undefined),2%,-11%,2%,0.1%,-7%,0.6%,0%,-4%,0.6%,
CCOc1ccc(OCCC(=O)N2CCc3cc(OC)c(OC)cc3C2)cc1,-4%,-1%,-2%,-0.4%,-7%,7.3%,11%,7%,.,
CC1(C)Cc2c(cnn2-c2ccccc2)C(NC(=O)CCCN2CCCCC2=O)C1 (centres undefined),-6%,4%,6%,-0.4%,7%,1.3%,7%,0%,.,
COc1ccc(-c2cc(C(=O)NC3CCCCC3)no2)cc1OC,-4%,2%,12%,1.0%,-5%,2.1%,4%,-2%,.,
CCCOc1ccc(C(=O)CCC(=O)OCC(=O)Nc2cc(C)on2)cc1,-5%,3%,11%,0.1%,.,.,.,6%,3.8%,
COc1ccc(-c2nc(SC(CC(=O)NCCO)c3cccs3)n[nH]2)cc1 (centres undefined),-8%,-2%,12%,0.7%,-1%,-0.4%,-1%,2%,0.2%,
CC(=O)c1nn(-c2ccc(Cl)cc2)cc1C(=O)c1ccccc1,.,.,7%,.,9%,4.3%,11%,.,.,
COc1ccc(C2=NN(C(=O)CCC(=O)O)C(c3cccs3)C2)cc1 (centres undefined),-9%,2%,10%,0.6%,-2%,1.9%,11%,4%,-0.6%,
Cc1ccc(-n2nc(C(=O)O)c(C)c(C#N)c2=O)cc1Cl,-8%,-8%,2%,-0.3%,4%,0.1%,11%,1%,.,NS5 inhibitors pilot replicate=-0.3
COc1cc(OC)c2cc(C(=O)N[C@H](C(=O)N3CCC[C@H]3C(=O)O)C(C)C)n(C)c2c1,-4%,5%,.,-0.1%,1%,-0.1%,3%,.,.,
Cc1ccc(NC(=O)CN2C(=O)CCSc3ccc(S(=O)(=O)N4CCCC4)cc32)cc1,-5%,6%,4%,-0.6%,-13%,-0.9%,-7%,4%,.,
Cc1cc(C)cc(-n2cc[nH]c2=S)c1,-4%,-5%,9%,-0.6%,-1%,1.6%,13%,-9%,-1.0%,
O=C(CSc1nc2cc(Cl)ccc2c(=O)n1Cc1ccco1)Nc1ccc(S(=O)(=O)N2CCOCC2)cc1,6%,-3%,11%,-0.4%,-1%,3.0%,7%,-5%,1.9%,
Cc1onc(-c2c(Cl)cccc2Cl)c1C(O)c1ccccc1 (centres undefined),-7%,-5%,11%,-0.1%,0%,4.0%,10%,2%,.,
CCCC(NC(=O)CCc1c(C)c2cc3c(-c4ccccc4)coc3cc2oc1=O)C(=O)O (centres undefined),-1%,6%,12%,-0.2%,-3%,0.8%,8%,6%,.,
O=C(CCc1ccncc1)NC1CCCc2c1cnn2-c1cc(F)cc(F)c1 (centres undefined),-8%,3%,15%,-0.8%,-1%,2.8%,-12%,11%,.,
CCOC(=O)C1=C(C)Nc2ncnn2C1/C=C/c1ccccc1 (centres undefined),2%,-10%,-2%,0.6%,-1%,-0.5%,11%,4%,-1.9%,
CCOC(=O)c1c(NC(=O)C2CCCCC2)sc2c1CCN(CC)C2,-11%,2%,12%,0.2%,1%,0.3%,10%,.,.,
O=C(OCC(=O)N1CCCC1=O)c1cc(S(=O)(=O)N2CCOCC2)ccc1F,.,.,1%,.,-5%,-0.9%,6%,1%,.,
CCSC1=C(C#N)C(c2ccccc2OC)CC(=O)N1 (centres undefined),-6%,33%,0%,-0.1%,-3%,1.9%,0%,1%,-0.5%,
COCCNc1oc(-c2ccco2)nc1S(=O)(=O)c1ccccc1,-9%,2%,7%,0.0%,1%,1.2%,8%,1%,.,
CC(C)(C)c1cc(CN2CCCC(O)C2)c(O)c(C(C)(C)C)c1 (centres undefined),1%,5%,1%,-1.2%,-7%,.,2%,8%,1.1%,
O=C(C1CCCO1)N1CCN(Cc2nc3ccccc3c(=O)[nH]2)CC1 (centres undefined),-8%,0%,-1%,-1.0%,-4%,-0.5%,16%,7%,.,
